# Source: PubChem BioAssay (several laboratories)
# PfHsp40 yeast: restores yeast growth despite PfHsp40 toxicity; S. cerevisiae expressing PfHsp40, growth rescue, ATP luminescence; growth rescue, % at 12.5 µM; actives 0.68% (n = 340,000); AID 504582; in the data active = growth rescue above about 28%, passing the limit was not always enough; inconclusive = no clear call, values can overlap the other calls;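 note: yeast W303a lacking pdr1 and pdr3 grown in galactose medium; growth measured after three days at 30 °C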
# TcdB inh: inhibitors of Clostridioides difficile toxin B glycohydrolase; P18177; actives 0.24% (n = 350,000); TcdB glycohydrolase enzymatic assay, plate reader; inhibition, % at 9.99 µM; in the data active = inhibition above about 10%
# Target sequence (P18177 whole entry, looked up): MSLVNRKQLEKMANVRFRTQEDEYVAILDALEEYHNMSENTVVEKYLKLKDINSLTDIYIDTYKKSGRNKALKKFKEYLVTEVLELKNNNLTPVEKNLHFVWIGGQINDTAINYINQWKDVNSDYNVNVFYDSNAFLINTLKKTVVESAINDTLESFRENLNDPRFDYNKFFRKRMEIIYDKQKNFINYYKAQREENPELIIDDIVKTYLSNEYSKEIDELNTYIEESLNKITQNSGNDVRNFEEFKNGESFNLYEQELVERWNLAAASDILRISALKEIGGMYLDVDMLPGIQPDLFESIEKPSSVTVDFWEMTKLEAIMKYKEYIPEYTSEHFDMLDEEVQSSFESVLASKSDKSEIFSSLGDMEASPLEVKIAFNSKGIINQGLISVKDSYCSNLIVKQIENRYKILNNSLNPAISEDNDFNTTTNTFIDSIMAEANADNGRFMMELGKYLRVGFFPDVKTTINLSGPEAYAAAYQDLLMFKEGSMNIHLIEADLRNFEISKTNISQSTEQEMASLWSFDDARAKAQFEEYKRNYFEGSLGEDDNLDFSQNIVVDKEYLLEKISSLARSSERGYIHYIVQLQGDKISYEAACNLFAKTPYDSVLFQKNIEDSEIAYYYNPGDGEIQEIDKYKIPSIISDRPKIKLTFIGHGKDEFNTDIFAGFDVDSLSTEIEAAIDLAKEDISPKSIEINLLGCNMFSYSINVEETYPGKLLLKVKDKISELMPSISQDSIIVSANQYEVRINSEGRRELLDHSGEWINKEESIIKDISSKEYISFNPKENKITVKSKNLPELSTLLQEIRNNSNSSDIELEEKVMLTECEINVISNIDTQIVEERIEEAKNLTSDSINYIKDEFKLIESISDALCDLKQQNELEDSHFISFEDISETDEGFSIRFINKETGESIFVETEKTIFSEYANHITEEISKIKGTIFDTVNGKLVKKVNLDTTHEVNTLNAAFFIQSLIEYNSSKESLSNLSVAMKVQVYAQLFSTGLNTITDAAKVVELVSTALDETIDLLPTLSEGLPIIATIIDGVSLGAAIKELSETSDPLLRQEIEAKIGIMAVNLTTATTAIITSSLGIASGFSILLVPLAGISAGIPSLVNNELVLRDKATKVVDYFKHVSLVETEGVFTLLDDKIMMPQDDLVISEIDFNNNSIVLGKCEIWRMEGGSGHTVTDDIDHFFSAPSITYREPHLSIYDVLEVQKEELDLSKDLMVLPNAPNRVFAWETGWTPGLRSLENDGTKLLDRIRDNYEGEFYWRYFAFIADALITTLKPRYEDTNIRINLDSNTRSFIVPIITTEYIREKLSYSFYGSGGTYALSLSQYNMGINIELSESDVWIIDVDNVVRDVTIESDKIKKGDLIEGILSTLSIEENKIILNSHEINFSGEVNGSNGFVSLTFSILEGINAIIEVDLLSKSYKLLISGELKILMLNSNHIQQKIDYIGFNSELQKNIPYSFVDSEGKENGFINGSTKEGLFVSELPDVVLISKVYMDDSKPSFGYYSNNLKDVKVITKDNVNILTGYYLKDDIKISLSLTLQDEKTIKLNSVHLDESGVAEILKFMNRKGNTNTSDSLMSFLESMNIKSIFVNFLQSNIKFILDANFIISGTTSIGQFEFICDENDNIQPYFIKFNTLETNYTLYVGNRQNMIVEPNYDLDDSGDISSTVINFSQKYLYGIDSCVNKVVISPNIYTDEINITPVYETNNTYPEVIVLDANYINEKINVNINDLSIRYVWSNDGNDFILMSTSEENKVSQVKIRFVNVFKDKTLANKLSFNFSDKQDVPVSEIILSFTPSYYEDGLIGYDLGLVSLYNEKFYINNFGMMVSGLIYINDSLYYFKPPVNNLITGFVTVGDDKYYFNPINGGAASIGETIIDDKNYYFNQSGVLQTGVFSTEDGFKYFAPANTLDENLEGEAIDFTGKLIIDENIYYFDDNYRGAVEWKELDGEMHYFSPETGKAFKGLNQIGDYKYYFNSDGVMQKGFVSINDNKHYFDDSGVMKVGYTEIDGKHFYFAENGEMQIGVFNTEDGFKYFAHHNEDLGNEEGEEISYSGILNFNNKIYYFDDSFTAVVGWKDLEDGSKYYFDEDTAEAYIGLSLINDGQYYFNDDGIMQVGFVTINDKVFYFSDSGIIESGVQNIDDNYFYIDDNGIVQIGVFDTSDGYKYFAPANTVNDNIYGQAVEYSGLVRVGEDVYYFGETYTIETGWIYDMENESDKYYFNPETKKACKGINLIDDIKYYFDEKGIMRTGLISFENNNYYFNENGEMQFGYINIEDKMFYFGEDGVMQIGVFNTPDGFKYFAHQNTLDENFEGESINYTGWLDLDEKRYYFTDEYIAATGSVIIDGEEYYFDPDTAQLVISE
# CCHF vOTU inh: blocks the CCHF virus ovarian tumor domain protease; CCHFV vOTU protease, Pep-AMC fluorescence; AID 651958; inhibition, % at 11.5 µM; actives 0.55% (n = 370,000); in the data active = inhibition above about 30%; note: 0% = vehicle wells with enzyme and 100% = no enzyme wells
# Anthrax LF inh2: blocks Bacillus anthracis lethal factor protease; P15917; multiplex microsphere protease cleavage assay, LF; inhibition, % at 10 µM; actives 0.12% (n = 360,000); note: plate controls were buffer without enzyme for full effect and enzyme alone for no effect
# BoNT F protease: inhibitors of Botulinum neurotoxin F light chain protease | actives 0.22% (n = 360,000) | inhibition, % at 10 µM | Multiplex microsphere protease cleavage assay, flow cytometry; in the data active = inhibition above about 35%, passing the limit was not always enough; inconclusive = no clear call, values can overlap the other calls; note: plate controls were buffer without enzyme for full effect and enzyme alone for no effect
# FadD28 FP inh: inhibitors of Mycobacterium tuberculosis FadD28 bisubstrate binding. FadD28 bisubstrate probe binding, fluorescence polarization. actives 0.22% (n = 360,000). inhibition, % at 12.5 µM; in the data active = inhibition above about 8.5%, passing the limit was not always enough; inconclusive = no clear call, values can overlap the other calls
# BoNT-A LC inh2: blocks Botulinum neurotoxin A light chain protease. multiplex microsphere protease substrate cleavage, flow cytometry. inhibition, % at 10 µM. actives 0.17% (n = 360,000). AID 588499; note: plate controls were buffer without enzyme for full effect and enzyme alone for no effect
# Y pestis TopoI: blocks Yersinia pestis topoisomerase I activity. AID 504884. Y. pestis Topo-I cleavage product accumulation, plate reader. actives 0.064% (n = 360,000). activity, % at 10 µM; in the data active = activity above about 50%, passing the limit was not always enough; inconclusive = no clear call, values can overlap the other calls; note: inactives centre near 2
# PrPC TRFRET: cell surface PrPC inhibition, primary TR-FRET screen; actives 0.43% (n = 370,000); TR-FRET read-out; P04156; inhibition, % at 13.8 µM; in the data active = inhibition above about 24%; note: 0% = median of the test wells and 100% = reference compound wells
# An asterisk follows results filed as active; u = inconclusive; x = not tested or not shown. Cut-off read from the data, not from the text of the source, unless noted: active = inhibition above about 30%; inconclusive = no clear call, values can overlap the other calls; inactive = below that.
SMILES,PfHsp40 yeast,TcdB inh,CCHF vOTU inh,Anthrax LF inh2,BoNT F protease,FadD28 FP inh,BoNT-A LC inh2,Y pestis TopoI,PrPC TRFRET
OCC1(Cc2ccccc2)CCN(CCCC2CCCC2)CC1,-1.0,-0.7,5,-1,-1,0.9,-1.3,26,3
COc1ccc(C(=O)NCc2csc(C)n2)cc1OC1CCN(C(C)=O)CC1,-0.2,0.0,5,-2,-4,-0.1,0.1,12,0
O=C(COC(=O)c1ccc([N+](=O)[O-])s1)NNC(=O)c1ccccc1,-0.3,x,x,8,10,1.9,4.0,1,x
CCOc1ccc(-c2nnn(CC(=O)N3CCN(c4ccc(OC)cc4)CC3)n2)cc1OCC,-0.5,x,-10,-45,-53,-0.4,10,4,0
COCCn1c(SCC(=O)Nc2ccc(Cl)cn2)nc2ccccc21,-1.0,0.6,4,0,-26,-0.8,-1.7,-2,-2
C=C1CC2C(CCC3(C)C2CCC3(O)C(C)=O)C2(C)CCC(=O)C=C12 (stereo not given),-1.0,-0.2,10,-7,-2,-2.1,2.1,10,-1
Cc1cccc(NC(=S)NC2CCCC2)n1,113*,1.7,7,4,1,0.1,-1.3,-2,4
CCN(CC)CC(C)CNC(=O)CC(C(=O)N1CCc2ccccc21)n1ccnc1 (stereo not given),0.1,x,-10,-3,-10,-2.3,-0.8,1,-4
CC(=O)Nc1ccc2c(c1)C(=O)c1ccccc1C2=O,0.0,x,4,13,11,-1.5,3.7,-9,-38
CCOC(=O)C1=C(C)N=C2SCCC(=O)N2C1c1sccc1C (stereo not given),-1.0,x,8,6,0,-2.5,-0.2,2,-4

# Some entries already given, limited to PfHsp40 yeast and PrPC TRFRET:
Structure	PfHsp40 yeast	PrPC TRFRET
Cc1cccc(NC(=S)NC2CCCC2)n1	113*	4
CCN(CC)CC(C)CNC(=O)CC(C(=O)N1CCc2ccccc21)n1ccnc1 (stereo not given)	0.1	-4

# Later entries
SMILES,PfHsp40 yeast,TcdB inh,CCHF vOTU inh,Anthrax LF inh2,BoNT F protease,FadD28 FP inh,BoNT-A LC inh2,Y pestis TopoI,PrPC TRFRET
Cc1ccccc1Nc1nc(N)nc(COC(=O)c2cccc(S(=O)(=O)NCc3ccccc3)c2)n1,2.0,0.8,13,0,-5,-7.3,-0.3,13,11
O=C(OCc1cccc2ccccc12)c1ccc2c(=O)[nH]c(CN3CCOCC3)nc2c1,-1.3,x,-4,-12,-3,-1.2,-1.0,13,-4
COc1cccc(OCC(=O)Nc2ccccc2C(N)=O)c1,-1.1,4.5,4,2,13,-2.0,-0.1,5,0
COc1ccccc1C(NC(C)=O)c1cc(Cl)c2cccnc2c1O (stereo not given),-0.9,0.2,-11,-7,-12,0.6,0.5,4,0
Nc1ccc(C(=O)OCc2ccncc2)cc1[N+](=O)[O-],-2.1,1.1,4,-5,-14,-1.8,1.3,3,-18
CCCc1cc(=O)[nH]c(SCC(=O)c2c(N)n(C)c(=O)n(C)c2=O)n1,-0.6,x,6,-3,-8,-1.2,0.6,4,-5
Cc1ccc(NC(=O)N2Cc3ccccc3CC2C(=O)NC(C)(C)C)cc1 (stereo not given),14,x,5,3,-1,-4.0,-0.5,-15,3
Cc1ccc2nc(SCC(=O)N/N=C/c3ccc(C(=O)O)cc3)cc(C)c2c1,-1.5,1.5,7,-3,24,0.0,-0.1,2,7
CC(C)CN1C2CCCC1CC(NC(=S)NCc1ccco1)C2 (stereo not given),0.1,-1.6,3,-4,-2,-1.5,-0.1,0,-6
CCC(=O)c1cc(Br)ccc1OCC(=O)N1CCN(S(=O)(=O)c2ccccc2)CC1,2.5,0.3,-3,1,-1,-0.7,0.0,28,1
COCC(=O)N1CCCC(C(=O)c2ccc(-c3ccccc3)cc2)C1 (stereo not given),-0.6,0.1,2,-17,u,-3.2,-3.8,20,-1
O=[N+]([O-])c1cccc(N=Cc2ccccc2)c1,-1.3,1.3,10,-9,-12,-1.3,-1.4,0,-3
CC(C)(C)S(=O)(=O)/C(C#N)=N/Nc1ccc(C#N)cc1,-1.9,0.9,16,-1,5,0.2,-0.5,-7,-8
CCOc1ccccc1OC(=O)c1ccco1,0.7,x,-8,-6,-17,-1.7,-0.6,-5,2
Cc1cccc(N2CCCn3c2nc2c3c(=O)n(CCN3CCOCC3)c(=O)n2C)c1,0.9,x,-4,-5,-7,-2.7,-0.4,2,-2
CCc1ccc(N2CC(C(=O)N3CCCC3)CC2=O)cc1 (stereo not given),1.5,0.0,5,0,0,x,1.5,-3,-2
Cc1ccc(Cl)cc1N1CCN(C(=O)COc2ccc(S(=O)(=O)NC(C)C)cc2)CC1,1.4,1.1,3,-1,-10,-2.0,-0.5,37,9
CCN(CC)S(=O)(=O)c1ccc(C(=O)N2CCN=C2SC)cc1,-0.7,1.5,-6,1,0,-0.5,-1.2,6,-6
Cc1ccc(S(=O)(=O)N2CCC[C@H]2C(=O)NCc2ccccc2Cl)cc1,-0.9,1.6,7,-1,-17,-2.0,-2.4,3,7
CC(C)(C)OC(=O)N(CCc1ccccc1)Cc1ccccc1OCc1cccc(NC(=O)C2CCCC2)c1,-1.1,0.3,21,-9,-5,-0.8,0.0,1,3
COc1ccc(OC)c(C(c2nnnn2CCc2ccccc2)N2CCC(C(N)=O)CC2)c1 (stereo not given),-1.7,x,-2,-2,-26,-2.3,-0.9,12,-5
CC(C)[C@H](NC(=O)[C@@H]1Cc2c([nH]c3ccccc23)C2c3ccccc3C(=O)N21)C(=O)NCC1CCCO1 (stereo not given in full),-0.5,0.6,-1,-8,-13,-2.0,0.5,12,-2
c1ccc(-c2nc3c4ccccc4ccn3c2CC2CCCCC2)cc1,x,-7.6,7,4,-8,x,-0.2,x,2
O=C(Cn1ccc(=O)[nH]c1=O)NCCO,1.1,-0.4,-7,-2,0,1.0,0.2,-5,2
CS(=O)(=O)n1c2ccccc2c(=O)n1-c1ccccc1CCl,x,3.3,5,-4,-4,0.2,-0.4,x,-5
CCN1CCN(c2ccc(N3CCN(S(=O)(=O)c4cccc([N+](=O)[O-])c4)CC3)nn2)CC1,x,1.3,-7,-8,4,0.1,0.2,-2,-16
Cc1ccc(-c2nnc(-c3ccccc3Br)o2)cc1,0.3,1.0,-3,-6,-4,-3.4,-1.6,-1,2
C[C@@H](C(=O)NCc1ccccc1)[C@H]1C[C@]1(C)[C@H](NC(=O)OCc1ccccc1)c1ccccc1,8.7,0.4,6,-12,-8,-1.7,0.6,6,2
Cc1onc(-c2ccccc2)c1CNC(=O)CN1C(=O)c2ccccc2C1=O,-1.5,-1.3,-10,10,u,-1.4,-6.2,6,4
Cc1cc(C)c2c(c1)NC(C(=O)O)C1CC=CC21 (stereo not given),1.1,-0.4,14,u,x,u,u,-7,-7
CC(C)CNc1ncnc2c1ncn2[C@H]1CN(Cc2cccs2)C[C@@H](CO)O1,x,-0.6,7,4,0,-1.6,-0.1,-2,4
CN(C)c1cccc(C(=O)N/N=C/c2ccoc2)c1,-0.2,-0.1,-3,-6,u,-2.1,0.1,2,-2
Cn1c(SCC(=O)NCC2CCCO2)ncc(C(=O)Nc2ccccc2)c1=O (stereo not given),0.7,0.8,-7,0,16,-1.7,1.3,3,3
CCCCN(C(=O)c1ccc([N+](=O)[O-])s1)c1c(N)n(CCCC)c(=O)[nH]c1=O,-1.3,1.1,10,-3,5,-0.8,0.0,0,-46
O=C(CNc1cc(S(=O)(=O)N2CCCC2)ccc1OCC(F)(F)F)Nc1cccc(C(F)(F)F)c1,-1.3,1.2,16,-2,-3,-2.7,0.2,3,20
CCNc1nc(NCC)nc(C(=O)NN)n1,-0.3,x,8,-5,-14,-1.6,0.7,-7,7
O=C(N/N=C/c1ccccn1)c1ccc(Cl)cc1,0.2,1.2,16,0,9,-0.9,-1.6,-2,14
Clc1ccccc1OCCCCN1CCCC1,0.3,0.9,-12,-5,7,1.4,8.6,-4,-6
Cn1c(/C=C/c2ccc([N+](=O)[O-])o2)nc2ccccc2c1=O,0.4,x,x,12,19,-3.7,16,-4,x
C/C(=N\NC(=O)c1ccc(O)cc1)c1cccc(NC(=O)c2ccc(Cl)cc2)c1,44*,0.6,-13,11,-4,-1.6,-0.8,6,8
CCNC(=O)COC(=O)c1ccc(-c2nc3ccccc3s2)s1,-1.5,2.0,-4,-3,1,-2.7,0.5,6,6
COCCn1c(SCC(=O)NC(=O)NC(C)(C)C)nc2ccccc21,-0.2,x,0,-1,-2,-4.3,-0.1,1,2
Cc1ccc(CNCCCn2cnc3c(OCc4ccccc4)ncnc32)o1,-0.6,0.9,0,-4,-7,-1.4,-0.2,10,-3
CCN(CCn1cccn1)Cc1nc(Cc2cccc(F)c2)no1,-1.9,1.4,8,0,2,-0.8,-0.3,12,6
O=C(COC(=O)C1CC1)NCCNC(=O)COC(=O)C1CC1,1.0,1.3,7,5,6,-0.4,3.0,-1,2
CCCC(C)C(=O)NCc1ccncc1 (stereo not given),-0.3,0.1,5,-3,-3,-1.8,-0.2,4,-5
CSc1ncccc1C(=O)OCc1ccccc1,-0.6,x,-3,-2,4,0.4,-0.1,11,-3
CCN(CC)S(=O)(=O)c1ccc(NC(=O)c2ccc(N3CCCC3=O)cc2)cc1,-0.7,0.5,-1,2,-4,-2.8,-0.3,10,10
O=C(CNS(=O)(=O)c1ccc(Br)s1)NCc1ccccc1,-0.9,1.5,11,19,3,-0.8,-0.3,5,-4
CCn1c(SCC(=O)NNC(=O)c2ccc(OC)cc2)nnc1-c1cccnc1,-0.1,0.2,-2,0,-4,-0.3,-0.6,2,-4

# Next entries:
SMILES,PfHsp40 yeast,TcdB inh,CCHF vOTU inh,Anthrax LF inh2,BoNT F protease,FadD28 FP inh,BoNT-A LC inh2,Y pestis TopoI,PrPC TRFRET
O=C(Cn1[nH]c(=O)c2ccccc2c1=O)OCC(=O)N1CCc2ccccc2C1,-0.3,x,0,5,3,-2.4,1.3,17,0
COc1ccccc1Nc1ncnc2c1c(C)c(C)n2CCO,-0.6,0.2,8,-3,15,-1.5,1.7,7,9
O=C(Cn1c(-c2ccccc2)noc1=O)Nc1ccc(N2CCCCCC2)cc1,0.2,x,1,-5,-12,-0.8,-5.3,0,-7
COc1ccc(-n2c(-c3ccc(Cl)cc3Cl)n[nH]c2=S)c(OC)c1,-0.1,2.8,4,-14,0,1.1,2.7,1,-4
COc1cccc(NC(=O)CSc2nnc(NC(=O)c3ccco3)s2)c1,0.4,2.0,0,6,-4,1.4,0.6,5,6
CC(C)CNC(=S)NNC(=O)c1ccc2c(c1)OCO2,-0.1,x,-4,-7,-6,1.2,-5.2,2,4
O=C(NC1CCCCC1)C1CCN(C(=O)NCc2ccccc2)CC1,1.2,x,5,-2,2,1.5,0.9,14,-5
CC[C@]12c3[nH]c4cc(-c5ccco5)ccc4c3CCN1C(=O)[C@@H](CC(=O)NCc1ccco1)C[C@@H]2C(=O)N1CCN(C(=O)C2CC2)CC1,0.4,-9.1,-60,1,-4,-3.1,-0.7,34,3
COc1ccccc1CCc1nnc(CCC(=O)NC(C)Cn2nc(C)cc2C)o1 (stereo not given),0.9,0.4,-12,-2,-4,0.8,-0.6,2,4
O=c1c2ccccc2nc(SCc2cc(F)cc3c2OCOC3)n1Cc1ccco1,-0.3,x,18,-3,-8,-0.2,-1.8,5,-8
COc1ccc(S(=O)(=O)n2nc(OC(=O)c3ccc(C)cc3)cc2N)cc1,-0.8,x,35*,-1,4,-3.5,0.1,0,-5
Cc1cccc(NC(=O)CN2CCSc3ccccc32)c1,-1.4,0.2,9,-5,-1,0.3,-1.0,1,3

# Entries of single compounds, looked up by structure.
# COc1ccc(-n2c(-c3ccc(Cl)cc3Cl)n[nH]c2=S)c(OC)c1 is entered as PfHsp40 yeast: -0.1; TcdB inh: 2.8; CCHF vOTU inh: 4; Anthrax LF inh2: -14; BoNT F protease: 0; FadD28 FP inh: 1.1; BoNT-A LC inh2: 2.7; Y pestis TopoI: 1; PrPC TRFRET: -4
# Cc1ccc(-c2nnc(-c3ccccc3Br)o2)cc1 is entered as PfHsp40 yeast: 0.3; TcdB inh: 1.0; CCHF vOTU inh: -3; Anthrax LF inh2: -6; BoNT F protease: -4; FadD28 FP inh: -3.4; BoNT-A LC inh2: -1.6; Y pestis TopoI: -1; PrPC TRFRET: 2
